APJ antag – APJ receptor antagonism | P35414 | CHO-K1 APJ beta-arrestin complementation, luminescence | inhibition, % at 20 µM | 330,000 compounds, 0.32% hits;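 active = inhibition above about 40% at 20 µM, limit read from the data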;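 note: cells challenged with 10 nM apelin-13 agonist together with compound; plate controls were apelin-13 plus DMSO wells for no effect and DMSO wells lacking apelin-13 for full effect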
Target sequence (P35414 whole entry, looked up): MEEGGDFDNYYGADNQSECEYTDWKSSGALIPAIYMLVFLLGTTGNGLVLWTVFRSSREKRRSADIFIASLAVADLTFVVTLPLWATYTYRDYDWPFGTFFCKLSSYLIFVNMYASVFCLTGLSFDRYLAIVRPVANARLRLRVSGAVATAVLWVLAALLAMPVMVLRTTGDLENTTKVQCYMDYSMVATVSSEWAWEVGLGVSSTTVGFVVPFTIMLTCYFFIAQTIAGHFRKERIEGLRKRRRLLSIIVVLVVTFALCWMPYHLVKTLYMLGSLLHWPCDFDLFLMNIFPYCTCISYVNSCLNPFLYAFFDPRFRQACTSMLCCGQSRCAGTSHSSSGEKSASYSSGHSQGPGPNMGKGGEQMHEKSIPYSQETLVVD
tim23-1 inh – inhibits growth of tim23-1 mutant yeast. S. cerevisiae tim23-1 growth, BacTiter-Glo luminescence, 24 h. inhibition, % at 20 µM. 330,000 compounds, 1.3% hits;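 active = growth inhibition of the mutant yeast at or above 50%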;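 note: temperature-sensitive mutant grown at 25 °C; plate controls were DMSO-treated mutant yeast for no effect and medium wells lacking yeast for full effect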
EBI2 block – antagonists of human EBI2 receptor | P32249 | EBI2 beta-arrestin recruitment, luminescence, 7a,25-OHC stimulated | inhibition, % at 5 µM | 360,000 compounds, 0.81% hits; in the data active = inhibition above about 38%;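 note: enzyme fragment complementation signal reports receptor beta-arrestin coupling in cells; 0% = agonist plus DMSO wells and 100% = wells without agonist; some results beyond the cut were filed as inactive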
Target sequence (P32249 whole entry, looked up, the tested form may be a part): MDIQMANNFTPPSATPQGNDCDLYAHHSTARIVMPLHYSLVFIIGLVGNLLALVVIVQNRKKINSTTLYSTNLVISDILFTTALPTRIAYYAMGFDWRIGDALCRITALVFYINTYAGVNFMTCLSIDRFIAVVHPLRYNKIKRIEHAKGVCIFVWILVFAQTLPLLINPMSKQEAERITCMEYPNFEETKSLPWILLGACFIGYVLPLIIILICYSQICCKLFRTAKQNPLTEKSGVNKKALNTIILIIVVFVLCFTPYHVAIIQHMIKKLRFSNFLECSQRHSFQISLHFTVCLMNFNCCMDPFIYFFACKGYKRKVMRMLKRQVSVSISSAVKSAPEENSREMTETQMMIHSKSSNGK
XBP1 UPR activ – adaptive UPR (XBP1) activation. CHO-XBP1 luciferase reporter, IRE1-XBP1 UPR activation, luminescence; percent of tunicamycin response, DMSO as zero. activation, % at 20 µM. 330,000 compounds, 0.33% hits;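 active = versus positive control, 20 µM dose yields 30% or more activation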;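 note: 100% = tunicamycin at 10 µg/mL and 0% = DMSO only wells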
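Assay system: IRE1-XBP1 luciferase reporter CHO line. Input: 1000 cells/well. Buffer or medium: F12 with 10% serum. Doses: 20 µM, 1% DMSO. Times: overnight seeding at 37 °C, 6 h compound treatment at 37 °C. Technique: Steady-Glo luciferase glow luminescence, 10 min after reagent addition.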
CXCR6 block – CXCR6 (human) receptor inhibition. 360,000 compounds, 0.36% hits. O00574. CHO-K1 PathHunter CXCR6 beta-arrestin, luminescence. inhibition, % at 20 µM; in the data active = inhibition above about 34%, passing the limit was not always enough;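 note: antagonist mode with CXCL16 agonist at 10 nM final; 0% = 10 nM CXCL16 with DMSO and 100% = unstimulated wells without agonist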
Target sequence (O00574 whole entry, looked up): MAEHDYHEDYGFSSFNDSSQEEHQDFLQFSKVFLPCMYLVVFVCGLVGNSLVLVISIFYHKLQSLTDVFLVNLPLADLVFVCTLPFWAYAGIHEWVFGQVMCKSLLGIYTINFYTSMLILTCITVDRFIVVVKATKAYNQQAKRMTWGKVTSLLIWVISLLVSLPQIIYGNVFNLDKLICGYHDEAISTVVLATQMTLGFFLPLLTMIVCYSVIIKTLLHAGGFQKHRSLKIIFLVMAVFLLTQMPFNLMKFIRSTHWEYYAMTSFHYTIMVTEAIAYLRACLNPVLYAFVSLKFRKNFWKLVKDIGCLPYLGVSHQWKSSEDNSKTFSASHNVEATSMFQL
CCR6 antag – antagonists of human CCR6 receptor. CHO-K1 CCR6 PathHunter beta-arrestin, luminescence, CCL20-stimulated. 340,000 compounds, 0.49% hits. P51684. inhibition, % at 20 µM. AID 493098;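 active = compounds whose inhibition of the agonist-driven luminescence signal at 20 µM reaches about 50%, limit read from the data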;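 note: cells stimulated with CCL20 at 14 nM final; plate controls were DMSO with CCL20 for no effect and DMSO without agonist for full effect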
APJ agonist – APJ receptor agonism; CHO-K1 APJ PathHunter beta-arrestin, luminescence; 0% DMSO wells, 100% apelin; activation, % at 20 µM; 330,000 compounds, 0.11% hits;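 active = activation more than six SD over the plate average, tested at 20 µM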;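 note: 0% = DMSO alone and 100% = apelin-13 at 10 nM; some results filed as inactive read as strong as hits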
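Assay system: engineered CHO-K1 APJ arrestin reporter cells; Amount: 1000 CHO-K1 reporter cells seeded per well; Dosing: one dose, 20 µM compound, 1% DMSO; Times: compound stimulation 90 min at 25 °C, detection 60 min; Measured by: luminescent beta-gal fragment complementation, chemiluminescent substrate; Read-out: APJ–arrestin association signal; Controls: DMSO vs Apelin-13 10 nM.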
CHOP UPR activ – apoptotic UPR (CHOP) activation; AID 449763; 330,000 compounds, 0.34% hits; activation, % at 10 µM; CHO-CHOP luciferase reporter, luminescence; percent of tunicamycin response over DMSO baseline;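 active = at 10 µM dose, activation of 40% or more, normalized to positive control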;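 note: 100% = tunicamycin at 10 µg/mL and 0% = DMSO alone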
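Material: CHO-CHOP cells, stable luciferase reporter of PERK-eIF2a-CHOP signalling; quantity: 500 reporter cells seeded per well; buffer or medium: F12 medium containing 10% fetal bovine serum; compound: one dose, 10 µM in 0.5% DMSO; incubation: 6 h compound treatment, 37 °C; measured by: Steady-Glo luciferase luminescence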
Mdm2-MdmX inh – human Mdm2/MdmX binding inhibition; O15151+Q00987; SaOS-2 split-luciferase Mdm2/MdmX complementation, luminescence; inhibition, % at 8 µM; 330,000 compounds, 3% hits; AID 485346;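 active = inhibition of at least 50% at 8 µM in the primary screen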
Numbers without * were called inactive; . = not tested or not shown. Only part of the results is shown (hit frequency here may not be typical).

SMILES	APJ antag	tim23-1 inh	EBI2 block	XBP1 UPR activ	CXCR6 block	CCR6 antag	APJ agonist	CHOP UPR activ	Mdm2-MdmX inh
COc1ccc(-c2cc(=O)oc3c(C)c(OCC(=O)Nc4cccnc4)ccc23)cc1	-8	6	19	-1	6	14	5	4.6	51*
COc1ccc(CCN2C(=O)NC(NS(=O)(=O)c3ccc(N)cc3)(C(F)(F)F)C2=O)cc1OC (configuration not stated)	-3	16	-11	-1	1	0	7	0.5	7
COc1ccc(N2CCN(c3ncnc4scc(-c5ccc(F)cc5)c34)CC2)cc1	-4	6	33	-6	3	24	-1	-0.2	25
O=C(C[n+]1cccc(CNC(=O)c2ccc(OC(F)F)cc2)c1)Nc1ccccc1Cl	-34	4	-6	-2	10	7	-1	-2.1	9
CCOC(=O)c1c(NC(=O)Cn2c(C)nc3ccccc32)sc2c1CCC2	8	-8	0	-6	-2	4	-5	0.3	44
CCOC(=O)c1sc(NC(=O)c2ccc(S(=O)(=O)N3CCOCC3)cc2)nc1-c1ccccc1	12	21	-3	1	3	11	1	-0.6	4
COc1ccc(OC)c(S(=O)(=O)n2nc(-c3ccccc3)cc2N)c1	-5	-8	-12	-2	4	8	-1	-1.5	-10
COc1ccc(N2C(=O)C(F)(F)C2c2cccc(F)c2)cc1 (configuration not stated)	-3	5	13	1	0	15	-3	2.3	-13
O=C(Cc1ccc(Cl)cc1Cl)Nc1ccncc1	-8	-172	1	-6	-16	9	7	0.9	13
O=C(N/N=C\c1ccc[nH]1)c1cncc(Br)c1	2	2	-17	-4	-7	1	0	3.7	11
COc1ccc(S(=O)(=O)N(CC(=O)Nc2ccc(S(=O)(=O)N3CCOCC3)cc2)Cc2ccc(F)cc2)cc1	3	15	7	-3	-3	-12	2	3.2	-5
Fc1ccc(CNC(=S)Nc2ccccc2F)cc1	-18	36	-2	-2	-2	-4	0	1.0	-12
COc1cccc(-c2nnc(NC(=O)c3ccc(S(=O)(=O)N(CC(C)C)CC(C)C)cc3)o2)c1	23	12	-1	3	24	26	-5	9.0	72*
Cc1ccccc1NS(=O)(=O)c1nnc(NC(=O)CC(C)C)s1	8	5	-23	-5	5	0	-2	0.3	10
COc1cccc(CNS(=O)(=O)c2cc3c(cc2C)NC(=O)CO3)c1	7	10	-5	2	-8	8	1	-0.7	-1
O=C(O)CCSc1nc2ccccc2n1-c1ccccc1	-9	13	-2	1	-7	-1	-2	1.1	-4
COc1ccc(C(=O)O/N=C(\N)c2ccc(Cl)cc2)cc1	-38	38	5	1	-4	5	8	6.6	100*
CCC(=O)Nc1ccc(S(=O)(=O)N2CCN(c3ccc(F)cc3)CC2)cc1	5	-5	0	-1	-10	-1	-1	-1.8	15
Cc1c(C(=O)Nc2ccc(N3CCOCC3)cc2)oc2ccccc12	9	16	2	4	-4	-11	-1	5.5	-22
O=C(c1ccc(Br)o1)N1CCN(c2ncccn2)CC1	16	10	-3	2	-3	1	5	2.1	-46
CCN(C(=O)COC(=O)CN1C(=O)c2ccccc2C1=O)c1ccccc1	1	6	3	-3	0	6	-1	-1.1	-12
Cc1c(C)c2c(OCC(=O)NCC(C)C)cc3c(c2oc1=O)CCC(C)(C)O3	5	11	15	-9	3	4	-1	-1.5	25
Cc1cc(-c2ccccc2)n(-c2ccccc2)n1	-3	32	5	0	-1	15	-2	6.6	-5
COC(=O)CSC1=C(C#N)C(c2ccc(C)cc2)C2=C(CCCC2=O)N1 (configuration not stated)	14	36	1	4	10	-10	-2	-2.5	6
Cc1cc(C)cc(NC(=O)C(OC(=O)c2sccc2C)c2ccccc2)c1 (configuration not stated)	-13	3	18	-1	-2	4	-3	4.1	-11
Remaining list, next part.
SMILES	APJ antag	tim23-1 inh	EBI2 block	XBP1 UPR activ	CXCR6 block	CCR6 antag	APJ agonist	CHOP UPR activ	Mdm2-MdmX inh
COc1ccc(/C=N/NC(=O)c2ccccc2Cl)cc1CSc1nc2ccccc2s1	17	25	8	15	-1	12	-2	0.4	41
Cc1c(=O)n(OCc2cccc(F)c2)c2ccccc2[n+]1[O-]	9	12	-5	1	3	3	-4	-1.4	-23
CCN1CC(O)=C(c2nc3ccccc3s2)C1=N	-5	23	-6	-1	-6	-17	2	3.6	-11
COc1cccc(C(=O)Nc2cccc(OCC(=O)c3ccccc3)c2)c1	-10	8	8	2	-4	11	4	1.0	-2
O=C(NCc1ccco1)c1ccc2ccccc2n1	-21	18	1	-4	1	5	-3	1.1	18
O=[N+]([O-])c1cc(-c2nc(-c3ccncc3)no2)ccc1Cl	-5	-4	22	-3	-2	3	-1	4.9	99*
CCCc1nnc(NC(=O)CCC(=O)N2CCN(Cc3cc(F)ccc3OC)CC2)s1	12	5	-16	-4	-10	-3	-3	3.2	22
O=C(CCCC(=O)OCC(=O)c1ccc(Cl)cc1Cl)Nc1cc(C(F)(F)F)ccc1Cl	43*	28	6	-3	15	72*	-10	-0.3	36
CCOC(=O)N1CCN(C(=S)NC(=O)C23CC4CC(CC(C4)C2)C3)CC1	-7	6	3	-1	-4	9	0	-1.0	-49
CCCc1cc(=O)oc2cc(C)cc(OC(C)C(=O)NCCCn3ccnc3)c12 (configuration not stated)	-16	1	-18	-4	8	10	0	3.2	22
C(=N\Nc1nncc2ccccc12)/c1ccccc1	9	-9	-3	1	4	6	-5	3.5	-21
COC(=O)N/N=C/c1ccc(OC(=O)/C=C/c2ccco2)cc1	16	2	7	11	-6	-8	-2	0.8	6
CCCCCCn1c(SCCN2CCOCC2)nc2c1c(=O)[nH]c(=O)n2C	3	11	1	3	-3	6	-15	0.4	33
CC(=O)c1ccc(N2CCN(C(=O)c3ccc(NC4=NC5CS(=O)(=O)CC5S4)cc3)CC2)cc1 (configuration not stated)	4	21	3	1	3	-6	2	1.7	-13
CCOC(=O)c1sc(NC(=O)CSc2nc(C)cc(C(F)(F)F)n2)c(C#N)c1C	21	1	-4	2	4	2	-5	0.5	8
CCOC(=O)C1CCCN(CC(=O)/C=C2/N(C)c3ccccc3C2(C)C)C1 (configuration not stated)	21	12	10	-1	4	17	-4	-0.3	6
Cc1nc(-c2cccnc2)sc1C(=O)Nc1ccc(Cl)cc1	12	17	33	-3	6	17	0	0.0	25
Cn1c(=O)n(C)c2cc(N3CCOCC3)c(NC(=O)c3ccc(F)cc3)cc21	-14	15	-8	4	-1	10	0	-1.2	14
CCOc1ccc(NS(=O)(=O)c2ccc(C(=O)N3CCN(c4ncccn4)CC3)cc2)cc1	12	-3	14	-3	-3	8	-2	-2.4	18
N#Cc1ccccc1OCC(=O)NC(=O)NCc1ccco1	19	11	-15	5	-5	3	-3	5.7	-36
CCOC(=O)C1=C[C@]2(CC)CCCN3CCc4c(n1c1ccccc41)[C@@H]32	3	23	8	-9	-4	11	-3	-2.7	11
O=C(OCC(=O)c1c[nH]c2ccccc12)C1=COCCO1	19	-2	-10	3	-4	0	0	6.2	-14
CC(C)c1ccc(NC2CCCN(C(=O)CN3C(=O)CSC3=O)C2)cc1 (configuration not stated)	17	3	-20	-2	0	8	-4	0.1	-30
O=C(NCCc1ccccc1)c1cc(S(=O)(=O)N2CCCC2)ccc1F	-7	9	-4	1	-2	10	0	4.7	-10
COc1cccc(OC)c1C(=O)Nc1cccc2c1CCCC2	9	16	-8	-3	-10	7	-2	2.9	5
Other entries:
SMILES	APJ antag	tim23-1 inh	EBI2 block	XBP1 UPR activ	CXCR6 block	CCR6 antag	APJ agonist	CHOP UPR activ	Mdm2-MdmX inh
Cc1ccc(N2CN(Cc3cccnc3)CNC2=S)c(C)c1	-3	-8	-6	-3	-8	5	-2	0.6	-13
CCOc1ccc(-n2c(=S)sc3c(=O)n(-c4ccccc4)c(SCC(=O)O)nc32)cc1	13	-2	-8	-6	-1	6	-3	0.2	-2
O=[N+]([O-])c1ccc2c(c1Nc1ccccc1)=NC1(CCCCC1)N=2	4	30	66*	1	12	-7	6	-0.5	16
COc1ccccc1C1c2ccc3ccccc3c2Oc2ncn(CCN(C)C)c(=N)c21 (configuration not stated)	14	20	23	3	-4	20	0	2.2	100*
O=C(Cn1c(=O)c(=O)n(Cc2ccccc2)c2ccc(Cl)cc21)Nc1cc(F)ccc1F	6	10	.	3	.	.	-5	3.9	13
COc1ccc(-c2n[nH]c(=S)n2Cc2ccco2)cc1	3	10	-1	2	-4	2	0	-0.2	-22
COc1ccc2nc(NC(=O)CCc3cc(OC)c(OC)c(OC)c3)sc2c1	2	32	-2	-3	-3	-5	-2	0.3	8
O=S(=O)(c1cc(F)ccc1F)N1CCC2(CC1)OCCO2	8	19	-2	-4	2	5	6	2.6	-7
O=C(/C=C/c1ccccc1)Nn1c(-c2cccs2)nc2ccccc2c1=O	10	10	6	-2	0	25	-2	-0.5	18
O=C(NC1CCS(=O)(=O)C1)c1ccc2c(c1)OCO2 (configuration not stated)	6	-4	-22	-3	5	6	8	-1.9	10
CCCN1CCN(C(=S)Nc2ccc3nc(N4CCN(CC)CC4)cc(C)c3c2)CC1	13	-14	5	-2	4	25	-3	-0.1	50*
O=C1C=C(c2ccc3ccccc3c2)C[C@@H](c2ccc(F)cc2)C1	-12	27	77*	0	4	5	-2	0.6	52*
O=C(c1ccccc1)c1cnc(-c2ccc(Cl)cc2)s1	-4	9	2	-3	4	-4	1	-3.6	-118
Nc1cc(=O)[nH]c(SCC(=O)Nc2ccc3c(c2)CCC3)n1	-3	3	0	0	6	2	-4	0.1	-6
CCN(C(=O)c1cc2ccccc2o1)C12CC3CC(CC(C3)C1)C2	6	-3	.	1	.	.	-3	0.7	-5
CC(C)c1ccc(C(N)=S)cc1	4	-16	6	2	11	9	-2	-1.0	8
CCC(C)(C)NC(=O)C(c1cccc(OC)c1OC)N(C(=O)CCC(=O)Nc1cc(C)on1)C(C)C (configuration not stated)	8	-8	-10	5	0	8	-3	1.2	-13
O=c1c2ccccc2nc(/C=C/c2cccc(Br)c2)n1CCCO	-7	45	2	21	4	4	2	8.2	14
Nc1c(C(=O)NCc2ccco2)nnn1Cc1ccccc1	2	-8	-9	-1	3	-6	2	-0.5	-7
O=C(Nc1cccc(S(=O)(=O)N2CCCCC2)c1)c1ccc2ncsc2c1	-6	38	6	-4	-9	3	-1	-2.0	19
CCCCOC(=O)c1nc(Cl)c(Cl)c(N)c1Cl	3	20	2	0	-2	2	-3	4.4	1
Cc1cccc2c(=O)oc(-c3ccccc3Cl)nc12	-10	24	-11	-2	6	14	-1	1.3	2

3 entries from above, arranged by heavy-atom count, lowest first:
SMILES	APJ antag	tim23-1 inh	EBI2 block	XBP1 UPR activ	CXCR6 block	CCR6 antag	APJ agonist	CHOP UPR activ	Mdm2-MdmX inh
CCCCOC(=O)c1nc(Cl)c(Cl)c(N)c1Cl	3	20	2	0	-2	2	-3	4.4	1
Nc1cc(=O)[nH]c(SCC(=O)Nc2ccc3c(c2)CCC3)n1	-3	3	0	0	6	2	-4	0.1	-6
O=[N+]([O-])c1ccc2c(c1Nc1ccccc1)=NC1(CCCCC1)N=2	4	30	66*	1	12	-7	6	-0.5	16

Screening results from PubChem BioAssay.
